EPAC1 ag = agonists of human EPAC1; O95398; EPAC1 agonist qHTS, biochemical assay; response scale: 100% = response to 6.5 mM cAMP; Potency, µM (titrated, usually from 154 µM), inactives show at the top dose activation, hits mostly activators; actives 0.073% (n = 360,000); AID 720707; further: nearly all actives have a fitted effect of over 60% in size
Target sequence (O95398 whole entry, looked up): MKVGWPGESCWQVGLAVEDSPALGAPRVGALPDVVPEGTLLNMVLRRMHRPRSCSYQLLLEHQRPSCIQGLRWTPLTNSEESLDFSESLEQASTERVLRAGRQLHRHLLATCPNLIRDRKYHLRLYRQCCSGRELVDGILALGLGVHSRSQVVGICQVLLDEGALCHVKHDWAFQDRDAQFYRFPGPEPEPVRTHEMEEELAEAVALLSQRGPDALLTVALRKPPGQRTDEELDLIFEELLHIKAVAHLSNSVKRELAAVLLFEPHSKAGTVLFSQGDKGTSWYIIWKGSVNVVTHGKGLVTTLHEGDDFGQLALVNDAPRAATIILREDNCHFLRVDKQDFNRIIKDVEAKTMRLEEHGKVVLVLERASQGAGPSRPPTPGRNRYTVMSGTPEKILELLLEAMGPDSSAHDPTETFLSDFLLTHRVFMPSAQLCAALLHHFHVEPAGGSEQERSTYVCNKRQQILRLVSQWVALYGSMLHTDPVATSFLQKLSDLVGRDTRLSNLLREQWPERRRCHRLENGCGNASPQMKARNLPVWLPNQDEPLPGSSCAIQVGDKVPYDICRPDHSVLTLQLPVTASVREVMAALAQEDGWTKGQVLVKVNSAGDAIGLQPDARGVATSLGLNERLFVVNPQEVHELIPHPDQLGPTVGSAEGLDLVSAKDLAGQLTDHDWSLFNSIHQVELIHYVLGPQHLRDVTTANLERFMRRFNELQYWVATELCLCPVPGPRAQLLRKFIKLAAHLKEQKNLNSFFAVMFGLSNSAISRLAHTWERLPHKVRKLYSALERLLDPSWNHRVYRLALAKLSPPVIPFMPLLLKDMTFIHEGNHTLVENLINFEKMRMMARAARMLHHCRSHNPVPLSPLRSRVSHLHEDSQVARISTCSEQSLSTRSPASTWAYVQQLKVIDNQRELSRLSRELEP
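EPAC1 100 nM, Rap1B–BODIPY-GDP 250 nM, unlabeled GDP 50 uM; compound titration; 5 min RT; kinetic read ex480/em540 at 5-min intervals ×30 min; data normalized to 6.5 mM cAMP agonist control.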
EPAC2 agonist = agonists of human EPAC2 (RAPGEF4); actives 0.079% (n = 360,000); Potency, µM (titrated, usually from 154 µM), inactives show at the top dose activation, most hits filed as activators; EPAC2 activation, biochemical qHTS; response scale: 100% = 6.5 mM cAMP response; further: nearly all actives have a fitted effect of over 50% in size
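Setup: EPAC2 100 nM, labeled Rap1B complex 250 nM, free GDP 50 uM. Compound titrations pinned in, brief spin, 5 min room temperature incubation. Kinetic fluorescence read over 30 min, normalized to 6.5 mM cAMP.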
EPAC1 antag = antagonists of human EPAC1. O95398. EPAC1 GEF assay, Rap1b-BODIPY-GDP exchange fluorescence. Potency, µM (titrated, usually from 115 µM), inactives show top-dose activity change, negative = inhibition, usual class: inhibitors. actives 0.14% (n = 360,000). AID 720709;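 further: plate controls were vehicle for no effect and positive control for full effect; nearly all actives have a fitted effect of over 50% in size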
aSyn rescue = alpha-synuclein toxicity inhibition in yeast; Yeast expressing alpha-synuclein, growth rescue, BacTiter-Glo, 24 h; actives 0.14% (n = 370,000); AID 652106; Potency, µM (titrated, usually from 46.1 µM), for inactives: at the top dose growth rescue (activation), actives largely listed as activators; further: % of control where 0% means no effect; nearly all actives have a fitted effect of over 65% in size
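Rescue of yeast growth: cells expressing toxic alpha-synuclein, induced in galactose at OD600 0.02, incubated with compound 24 h at 30 C. ATP luminescence quantified growth; inhibitors of toxicity appear as activators.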
EPAC2 antag = EPAC2 (human) antagonism; Q8WZA2; Potency, µM (doses to about 114 µM), without a hit: at the highest dose activity, negative = inhibition, hits mostly inhibitors; AID 720708; EPAC2 GEF exchange of Rap1B-BODIPY-GDP, fluorescence; actives 0.18% (n = 360,000); further: on the % scale 0 is the no-effect control and ±100 the full control effect; nearly all actives have a fitted effect of over 45% in size; many of its hits are not listed in these tables
PTHR1 agonist = activates the human parathyroid hormone receptor PTHR1; Q03431; HEK293 GP2 PTHR1 cells, GloSensor cAMP luminescence, 1 h; Potency, µM (series often up to 115 µM), inactives show at the top dose activation, actives largely listed as activators; actives 0.075% (n = 410,000); AID 743266; further: nearly all actives have a fitted effect of over 55% in size; some results filed as inactive show a strong effect at the top dose; inactives centre near -15; many of its hits are not listed in these tables
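HEK-293-derived GP2 cells expressing PTHR1 and a GloSensor cAMP reporter, 3,000/well, plated overnight, given luciferin plus IBMX (each 0.5 mM as added) for 1 h at 37 °C, then compound for 1 h at 37 °C. Luminescence was read after 15 min at room temperature.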
TDP-43 yeast inh = inhibitors of TDP-43 toxicity in yeast. TDP-43 expressing yeast growth rescue, BacTiter-Glo, 24 h. Potency, µM (doses to about 46.1 µM), inactives show at the top dose growth rescue (activation), actives largely listed as activators. actives 1.8% (n = 410,000). AID 652104; further: % of control where 0% means no effect; nearly all actives have a fitted effect of over 50% in size
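Cell-based yeast growth screen: TDP-43 expression induced in galactose, inoculum OD600=0.02 after raffinose pregrowth to mid-log. Read-out BacTiter-Glo luminescence at 24 hr, 30 deg C; inhibition of toxicity seen as signal increase.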
FUS yeast rescue = rescues growth of FUS-expressing yeast | actives 0.24% (n = 390,000) | Potency, µM (doses to about 76.6 µM), for inactives: top-dose growth rescue (activation), most hits filed as activators | S. cerevisiae FUS-expressing, growth rescue, OD600, 24 h;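 further: plate controls were DMSO vehicle for no effect and reference control for full effect; nearly all actives have a fitted effect of over 55% in size; some results filed as inactive show a strong effect at the top dose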
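Steps: raffinose overnight preculture; dilution to OD 0.005 in 2% galactose minimal medium; compound addition (concentration series); 24hr at 30C, 99% humidity; absorbance read at 600 nm.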
* hit, by the source's call; i = inactive; ? = inconclusive; / = not tested or not shown; & = joins results of further samples; [ ] = dose if it differs, or a comment. The call rests on the fitted dose curve; in most records, active means well fitted curve in the direction sought with a large enough effect; inconclusive means small, poorly fitted or top-dose-only effect, or another doubt; inactive means no such curve, though single readings can be large; an effect the other way counts as inactive or inconclusive. Potency means the concentration at half of the fitted maximal effect. Some of the compounds tested, so the mix of outcomes need not match the whole.

SMILES	EPAC1 ag	EPAC2 agonist	EPAC1 antag	aSyn rescue	EPAC2 antag	PTHR1 agonist	TDP-43 yeast inh	FUS yeast rescue
CC(C)c1noc2ncc(C(=O)c3cc(Cl)cc(Cl)c3O)cc12	-16.2%	-14.9%	-2.6%	0.3%	9.3%	-29.8%	-44.3%[inhibitor]	/
CN1CCCCC1(C)C(=O)NCc1ccc(C(C)(C)C)cc1 (configuration not stated)	4.0%	4.6%	-4.0%	-1.9%	-3.0%	i	3.8%	-27.6%
COc1cccc(CCc2nnc(CCC(=O)N(C)C3CC(C)(C)NC(C)(C)C3)o2)c1	-3.5%	4.4%	13.1%	1.8%	-4.4%	i	-3.4%	34.8%
O=C(NCc1ccccc1)c1noc2c1CCCC2	9.5%	6.1%	2.7%	0.0%	7.1%	-13.9%	-21.1%	18.9%
COc1ccc(CNC(=O)[C@H](C)[C@@H]2C[C@@]2(C)[C@@H](NC(=O)OCc2ccccc2)c2ccccc2)cc1OC	-0.5%	9.0%	1.3%	-0.6%	-9.9%	-44.1%[inhibitor]	-4.3%	34.4%
C[C@H](CO)N1C[C@H](C)[C@H](CN(C)Cc2ccc(C(=O)O)cc2)OCc2ccccc2-c2c(n(C)c3ccccc23)C1=O	8.9%	11.5%	7.6%	-0.7%	2.5%	-27.1%	0.0%	5.3%
Cc1ccc(C(=O)NC(=S)Nc2ccc(Oc3ccc(Cl)cc3)cc2)cc1	1.6%	11.9%	-1.2%	-13.2%	-3.8%	-9.1%[57.5 µM]	-24.6%	9.6%
COc1ccc(OC)c(NC(=O)CN2C(=O)C(=O)N(Cc3ccccc3)C2=O)c1	0.7%	5.5%	-21.3%	0.2%	0.7%	-19.3%	11.0%	?
CC(Oc1ccccc1)C(=O)Nc1ccc(S(=O)(=O)Nc2nccs2)cc1 (configuration not stated)	-3.7%	7.2%	-20.4%	3.4%	-22.5%	2.8%	-8.9%	2.4%
Cc1cc(C)n(C(=O)CNC(=O)c2ccc3c(c2)OCCO3)n1	6.8%	6.9%	19.4%	0.1%	16.6%	i	-31.1%[inhibitor]	10.2%
CSc1ccc(C(=O)C2CCCN(C(=O)c3cc(C)n(C)n3)C2)cc1 (configuration not stated)	2.1%	8.3%	-1.0%	-7.9%	-10.9%	i	-10.1%	18.8%
Cc1cccc(S(=O)(=O)N(C)C[C@@H]2OCc3cnnn3CCCC(=O)N([C@H](C)CO)C[C@@H]2C)c1	-0.5%	6.4%	2.1%	-1.3%	2.9%	i	?	9.9%
O=c1[nH]c(NCc2ccco2)nnc1Cc1ccccc1Cl	15.5%	-3.4%	-7.0%	-1.2%	0.6%	-80.8%[inhibitor]	-5.3%	14.9%
CCCCCCC1CC(CCC(=O)Nc2ccc([N+](=O)[O-])cc2)C(=O)O1 (configuration not stated)	-4.2%	-5.7%	-14.4%	6.2%	-0.1%	i	14.0%	-36.4%
OC(CCN1CCCCC1)(c1ccccc1)C1CCCCC1 (configuration not stated)	-19.4%	-2.4%	-4.6%	3.6%&8.6%	5.9%	21.2%	-7.3%	-23.6%
Cc1nnc(SCc2ccccc2Cl)n(N)c1=O	4.0%	3.5%	-25.8%	-7.9%	-0.2%	i	/	-4.9%
COc1ccc(/C=N/n2cncn2)cc1COc1ccc(NC(C)=O)cc1	0.4%	-1.2%	-11.9%	2.0%	7.2%	-4.1%[57.5 µM]	-3.2%	17.9%
O=C(OCC(=O)N1CCN(C(=O)c2ccco2)CC1)c1ccccc1NCCO	4.2%	6.4%	2.1%	0.0%	5.5%	i	-2.4%	23.3%
Cc1c(C(=O)OCC(=O)N2CCCC2=O)oc2ccccc12	-101.1%[inhibitor]	7.0%	79.4µM*	4.6%	1.6%	i	-15.4%	8.0%
Cc1ccc(O)c(C(=O)c2cc(C#N)c(=O)n(Cc3ccccc3)c2)c1	20.7%	15.6%	-9.3%	14.9%	-14.8%	-14.8%	-30.1%[inhibitor]	?
NC(=O)c1ccc(N2CCN(c3ccc(O)cc3)CC2)c([N+](=O)[O-])c1	1.8%	0.3%	-13.0%	1.1%	0.4%	-8.6%	0.0%	7.6%
CC(=O)N1CCN(C(=O)c2ccc(NS(=O)(=O)c3ccc4c(c3)OCCO4)cc2)CC1	-1.5%	9.8%	1.4%	1.2%	-4.1%	-7.7%	?	-6.3%
Cc1ccc(C2=CN(Cc3ccccc3)CCC2=O)cc1	-13.1%	-8.9%	5.3%	23.7%	-17.7%	-39.5%[inhibitor]	18.6%	0.6%
CCC1CCCCN1S(=O)(=O)c1ccc(NC(=O)C2CC(=O)N(C(C)(C)C)C2)cc1 (configuration not stated)	3.9%	-1.8%	?	-1.6%	1.7%	-15.8%	7.2%	17.2%
Cc1ccc(S(=O)(=O)N2CCN(S(=O)(=O)c3c(C)n[nH]c3C)CC2)cc1C	1.7%	0.2%	-4.4%	0.8%	-8.1%	-31.7%[inhibitor]	17.3%	13.4%
Cc1ccc(/C=C2/C(=N)N3N=C(CC(=O)N4CCCC4)SC3=NC2=O)o1	1.6%	7.3%	3.8%	1.9%	5.9%	i	-2.9%	12.3%
COc1cc(C2c3c(-c4ccccc4)n[nH]c3C(=O)N2c2ccccc2)ccc1O (configuration not stated)	8.8%	9.4%	-14.2%	-2.5%	-7.5%	i	-2.5%	34.4%
CO[C@H]1CC[C@@]2(C)[C@@H](CC[C@@H]3[C@@H]2CC[C@@]2(C)[C@H]3C[C@H](C(=O)N[C@@H](CCCN=C(N)N)C(=O)NCC(=O)N[C@@H](CC(=O)O)C(N)=O)O[C@]23CCCO3)C1	-15.4%	13.0%	-19.3%	0.1%	11.6%	-15.1%	-20.6%	31.1%
CCN(CC)CCNC(=O)c1ccc(NC(=O)C2CCN(c3ncnc4sc(C)c(C)c34)CC2)cc1	3.2%	2.5%	2.0%	-1.3%	3.4%	0.6%	5.7%	28.4%
COc1ccccc1CNC(=O)CCCC(=O)n1ncc2cc(C)ccc21	-0.7%	-1.6%	14.5%	0.5%	6.6%	-0.7%	-11.0%	-13.4%

An excerpt of these results, field by field:
CO[C@H]1CC[C@@]2(C)[C@@H](CC[C@@H]3[C@@H]2CC[C@@]2(C)[C@H]3C[C@H](C(=O)N[C@@H](CCCN=C(N)N)C(=O)NCC(=O)N[C@@H](CC(=O)O)C(N)=O)O[C@]23CCCO3)C1
- EPAC1 ag: -15.4%
- EPAC2 agonist: 13.0%
- EPAC1 antag: -19.3%
- aSyn rescue: 0.1%
- EPAC2 antag: 11.6%
- PTHR1 agonist: -15.1%
- TDP-43 yeast inh: -20.6%
- FUS yeast rescue: 31.1%

CCN(CC)CCNC(=O)c1ccc(NC(=O)C2CCN(c3ncnc4sc(C)c(C)c34)CC2)cc1
- EPAC1 ag: 3.2%
- EPAC2 agonist: 2.5%
- EPAC1 antag: 2.0%
- aSyn rescue: -1.3%
- EPAC2 antag: 3.4%
- PTHR1 agonist: 0.6%
- TDP-43 yeast inh: 5.7%
- FUS yeast rescue: 28.4%

Next part.
SMILES	EPAC1 ag	EPAC2 agonist	EPAC1 antag	aSyn rescue	EPAC2 antag	PTHR1 agonist	TDP-43 yeast inh	FUS yeast rescue
CC(CN)(NS(=O)(=O)c1ccccc1)c1ccccc1 (configuration not stated)	3.1%	12.7%	-0.9%	-7.1%	-1.5%	-17.5%	0.0%	10.8%
Cc1ccc(S(=O)(=O)N(C)C)cc1NC(=O)Nc1ccccc1	9.3%	12.7%	6.3%	-2.8%	-4.5%	-5.9%	-24.3%	-0.9%
COc1ccccc1C1C(C#N)=C(N)Oc2cc(C)n(CCCn3ccnc3)c(=O)c21 (configuration not stated)	-3.4%	-1.1%	-0.7%	0.4%	0.2%	i	1.1%	8.0%
Cc1cc(C)n(-c2ncnc3sc4c(c23)CCCC4)n1	3.1%	6.2%	1.2%	1.4%	1.9%	i	4.9%	5.7%
N#CCc1ccc(NS(=O)(=O)c2ccc(C3CCCCC3)cc2)cc1	-2.6%	7.0%	-9.3%	-4.3%	-2.4%	-1.7%	-19.3%	34.3%
COc1ccc(Nc2nc(-c3ccccc3)nc3ccccc23)cc1	12.7%	16.5%	-13.9%	-18.6%	-1.5%	-40.4%[inhibitor]	0.0%	17.1%
COc1ccc(OC)c2[nH]c(C(=O)N3CCC(C(=O)O)CC3)cc12	5.1%	10.9%	2.4%	-4.4%	-1.0%	-21.7%	5.1%	-13.7%
CSc1nc(SCCN(C)C)c2c3c(sc2n1)COC(C)(C)C3	-12.4%	5.2%	-15.9%	-6.3%	-2.2%	-3.0%	0.0%	20.5%
Cc1cccc(C(=O)NCC(=O)Nc2ccncc2)c1	-11.2%	-2.8%	0.2%	3.5%	8.4%	-17.5%	16.0%	-7.8%
CCOc1ccccc1CNC(=O)c1ccc(NC(=O)C2=C(C)OCCS2)cc1	8.2%	-3.6%	-10.4%	7.9%	-1.0%	-11.9%	7.2%	24.9%
COc1ccccc1-c1cn[nH]c1-c1ccc(OCc2ccccc2)cc1O	15.2%	9.7%	-17.3%	?	-0.2%	-17.3%	?	37.1%
CCOC1=NN(c2ncc(C(F)(F)F)cc2Cl)C(=O)/C1=C/N(C)C	-6.1%	2.0%	-8.4%	-3.9%	17.3%	-23.0%	-2.7%[9.22 µM]	7.7%
O=C(Nc1ccc(N2CCN(C(=O)c3cccs3)CC2)cc1)c1ccc(F)cc1	2.7%	1.3%	6.1%	-4.0%	-4.2%	-33.4%[inhibitor]	2.7%	-3.9%
O=C(O)c1cc(=O)c2c(Cl)cc(Cl)cc2[nH]1	-15.0%	2.1%	-9.3%	-2.0%&-4.0%	-15.1%	i	11.6%	-36.5%
Fc1cccc(-c2nnn3c2nc(Cl)c2ccccc23)c1	6.8%	6.5%	-29.3%	-10.0%	7.1%	-5.5%	?	-34.7%
Cc1csc2ncc(C(=O)N(Cc3ccccc3)c3ccccn3)c(=O)n12	-13.1%	2.0%	5.7%	0.4%	-19.0%	i	0.0%	-17.3%
CCS(=O)(=O)N1CCCC(C(=O)NCc2cccnc2)C1 (configuration not stated)	6.7%	7.9%	18.4%	-0.8%	4.2%	-1.4%[57.5 µM]	7.8%	15.3%
CN(CC(=O)Nc1ccc(F)c(F)c1F)c1ncnc2sccc12	6.2%	5.2%	4.8%	3.2%	-4.9%	-15.6%	-6.1%	-2.6%
COC(=O)[C@@]12C[C@@H](CC(=O)NCc3cccc4ccccc34)C(=O)N(Cc3ccccc3)C1=CCC(C)(C)C2	-1.6%	10.2%	-0.9%	16.4%	-19.3%	-1.8%	26.9%	30.9%
Cc1nc(C)c(-c2ccc(SCc3cccc(F)c3)nn2)s1	6.1%	18.2%	-5.4%	-8.1%	-6.6%	-18.0%	20µM*	10.6%

Screening results: PubChem BioAssay, National Center for Advancing Translational Sciences (NCATS)
